JMJD2A Tudor inh: inhibitors of human JMJD2A Tudor domain. O75164. 390,000 tested, 4.4% active. Potency, µM (titrated, usually from 114 µM), inactives show at the top dose activity change, negative = inhibition, most hits filed as inhibitors. AlphaScreen JMJD2A-Tudor / H3K4me3 peptide binding. AID 504339; further: potency means the concentration at half of the fitted maximal effect; on the % scale 0 is the no-effect control and ±100 the full control effect; nearly all actives have a fitted effect of over 50% in size
HP1b binding inh: blocks HP1-beta chromodomain binding to methylated histone tails; Potency, µM (doses to about 114 µM), inactives show at the highest dose activity change, negative = inhibition, actives largely listed as inhibitors; P83916; AlphaScreen HP1-beta / biotin-H3K9me3 peptide binding; AID 540317; 390,000 tested, 0.56% active; further: potency means the concentration at half of the fitted maximal effect; nearly all actives have a fitted effect of over 70% in size; inactives centre near 23
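AlphaScreen: HP1-beta (50 nM) preformed 30 min with biotin-H3(1-18)K9me3 peptide (50 nM) in PBS pH 7.4, 0.01% Tween-20. Compound added for 30 min at RT, then streptavidin donor/nickel chelate acceptor beads (10 ug/mL) for 30 min.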
ALOX12 inh: blocks human arachidonate 12S-lipoxygenase. purified 12hLO, xylenol orange hydroperoxide absorbance. P18054. Potency, µM (titrated, usually from 108 µM), for the others: at the highest dose activity change, negative = inhibition, usual class: inhibitors. 580,000 tested, 1.1% active. AID 1671190; further: potency means the concentration at half of the fitted maximal effect; on the % scale 0 is the no-effect control and ±100 the full control effect
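Purified human 12hLO (150 nM final) in 25 mM Hepes, 0.01% Triton X-100, pH 7.0 was preincubated 15 min at room temperature with compound. Then 40 uM arachidonic acid was added, 30 min. Hydroperoxide was read by Fe-XO absorbance ratio 573/405 nm.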
G9a inh: blocks human histone lysine methyltransferase G9a | G9a H3K9 monomethylation, AlphaScreen, 2 h | AID 504332 | 350,000 tested, 8.8% active | Potency, µM (doses to about 102 µM), inactives show top-dose activity, negative = inhibition, hits mostly inhibitors | Q96KQ7; further: potency means the concentration at half of the fitted maximal effect; on the % scale 0 is the no-effect control and ±100 the full control effect; nearly all actives have a fitted effect of over 75% in size
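Step 1: enzyme (final 20 nM) with compound, 15 min RT. Step 2: substrate peptide 500 nM and SAM 20 uM, 2 h RT. Step 3: anti-H3K9me1 antibody and AlphaScreen beads, 10 min, then plate read.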
RGS4 inh: human RGS4 inhibition; P49798; Transcreener GDP fluorescence polarization, RGS4-accelerated GTP hydrolysis; Potency, µM (titrated, usually from 114 µM), for the others: at the top dose activity change, negative = inhibition, usual class: inhibitors; 390,000 tested, 0.039% active; further: potency means the concentration at half of the fitted maximal effect; on the % scale 0 is the no-effect control and ±100 the full control effect; nearly all actives have a fitted effect of over 75% in size; some results filed as inactive show a strong effect at the top dose
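MLSMR compounds (23 nl, pin-transferred) preincubated 10 min at room temperature with a 500nM (2x) first reagent, then RGS4 at 900nM (2x) plus Transcreener GDP mix added; fluorescence polarization (620/688 nm) read before and after 90 min at 30 °C.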
ERG Ets-DNA blk: inhibitors of human ERG Ets domain-DNA interaction; Potency, µM (titrated, usually from 76.9 µM), inactives show top-dose FP activity, negative = inhibition, most hits filed as inhibitors; fluorescence polarization, His-ERG Ets domain / labelled DNA; 370,000 tested, 0.028% active; AID 624246; P11308; active means well fitted inhibition curve with a large enough effect in the polarisation, with a control signal flat; inconclusive means small, poorly fitted or top-dose-only effect, or effect the other way, or a change in a side signal; inactive means no such curve, though single readings can be large or run the other way; the % refers to the polarisation;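 further: polarization taken with two DNA probes labelled with fluorescein and Texas red; potency means the concentration at half of the fitted maximal effect; % of control where 0% means no effect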
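His-tagged ERG Ets domain (1 uM in the protein solution; 300mM KCl, 50mM Tris-HCl, 1mM EDTA, 1mM DTT, pH 7.5) received compound, then a probe mix of 5 nM fluorescein-DNA and 100nM Texas-615-DNA. Fluorescence polarization was read for both dyes.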
BAZ2B inh: BAZ2B (human) inhibition; AlphaScreen BAZ2B-H3K14Ac peptide displacement; Potency, µM (top dose mostly 114 µM), without a hit: at the top dose activity change, negative = inhibition, most hits filed as inhibitors; 360,000 tested, 4.4% active; further: potency means the concentration at half of the fitted maximal effect; on the % scale 0 is the no-effect control and ±100 the full control effect; nearly all actives have a fitted effect of over 60% in size
Target sequence (Q9UIF8 whole entry, looked up): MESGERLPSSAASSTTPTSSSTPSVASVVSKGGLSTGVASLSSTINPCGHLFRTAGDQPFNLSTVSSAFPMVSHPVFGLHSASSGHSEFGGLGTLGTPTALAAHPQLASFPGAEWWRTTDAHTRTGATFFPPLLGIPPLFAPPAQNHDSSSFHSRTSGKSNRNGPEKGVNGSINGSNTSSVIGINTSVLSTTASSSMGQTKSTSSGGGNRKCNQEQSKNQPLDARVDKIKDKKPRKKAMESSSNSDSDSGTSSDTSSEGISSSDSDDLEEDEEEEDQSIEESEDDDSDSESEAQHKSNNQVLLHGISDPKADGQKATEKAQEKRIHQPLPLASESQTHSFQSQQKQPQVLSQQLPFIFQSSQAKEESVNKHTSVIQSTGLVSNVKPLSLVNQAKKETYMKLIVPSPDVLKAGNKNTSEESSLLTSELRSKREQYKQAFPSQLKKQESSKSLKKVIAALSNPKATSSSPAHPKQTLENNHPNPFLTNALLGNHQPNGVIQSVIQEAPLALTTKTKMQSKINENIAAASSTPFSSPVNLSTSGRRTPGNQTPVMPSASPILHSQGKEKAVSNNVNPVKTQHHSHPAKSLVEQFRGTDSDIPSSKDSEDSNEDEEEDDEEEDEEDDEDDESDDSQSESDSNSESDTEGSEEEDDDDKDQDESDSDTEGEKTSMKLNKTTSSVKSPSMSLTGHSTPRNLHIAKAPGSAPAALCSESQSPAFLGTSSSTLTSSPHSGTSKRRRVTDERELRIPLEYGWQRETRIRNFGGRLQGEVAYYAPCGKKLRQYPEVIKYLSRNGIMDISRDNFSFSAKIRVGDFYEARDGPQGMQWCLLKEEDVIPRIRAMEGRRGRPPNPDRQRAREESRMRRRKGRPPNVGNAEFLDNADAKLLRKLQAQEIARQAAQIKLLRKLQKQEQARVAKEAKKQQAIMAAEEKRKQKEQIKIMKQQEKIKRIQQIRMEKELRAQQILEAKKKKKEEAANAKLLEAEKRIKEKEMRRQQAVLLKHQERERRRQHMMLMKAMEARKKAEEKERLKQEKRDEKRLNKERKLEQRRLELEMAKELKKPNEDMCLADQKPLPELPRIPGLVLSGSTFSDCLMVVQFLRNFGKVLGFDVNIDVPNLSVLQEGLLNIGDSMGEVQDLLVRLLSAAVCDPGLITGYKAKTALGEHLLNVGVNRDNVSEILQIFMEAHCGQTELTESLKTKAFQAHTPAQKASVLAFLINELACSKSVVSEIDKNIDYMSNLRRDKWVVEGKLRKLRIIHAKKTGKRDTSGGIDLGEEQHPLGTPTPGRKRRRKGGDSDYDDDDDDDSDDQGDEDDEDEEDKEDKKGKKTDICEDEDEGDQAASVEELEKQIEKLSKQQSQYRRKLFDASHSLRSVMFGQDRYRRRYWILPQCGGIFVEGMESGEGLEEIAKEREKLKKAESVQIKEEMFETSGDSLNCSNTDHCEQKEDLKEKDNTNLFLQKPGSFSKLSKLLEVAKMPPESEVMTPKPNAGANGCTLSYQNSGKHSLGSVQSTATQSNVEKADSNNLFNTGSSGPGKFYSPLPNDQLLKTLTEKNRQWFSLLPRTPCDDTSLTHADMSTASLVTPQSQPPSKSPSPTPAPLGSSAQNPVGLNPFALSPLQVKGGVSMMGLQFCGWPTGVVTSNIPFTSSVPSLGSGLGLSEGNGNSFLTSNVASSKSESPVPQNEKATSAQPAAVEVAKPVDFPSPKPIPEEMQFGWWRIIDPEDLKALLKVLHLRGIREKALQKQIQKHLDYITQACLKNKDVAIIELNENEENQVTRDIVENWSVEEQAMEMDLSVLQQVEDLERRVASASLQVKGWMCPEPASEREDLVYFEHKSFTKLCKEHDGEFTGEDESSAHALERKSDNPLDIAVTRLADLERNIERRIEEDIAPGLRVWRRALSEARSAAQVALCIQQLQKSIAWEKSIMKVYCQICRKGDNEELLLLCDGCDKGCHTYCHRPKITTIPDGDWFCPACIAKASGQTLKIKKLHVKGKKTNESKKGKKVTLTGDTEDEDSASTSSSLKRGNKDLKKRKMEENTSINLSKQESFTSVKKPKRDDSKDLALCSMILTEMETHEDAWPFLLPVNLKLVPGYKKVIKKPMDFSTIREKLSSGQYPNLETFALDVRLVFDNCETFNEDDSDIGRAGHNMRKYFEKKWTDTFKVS
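Complex of BAZ2B and biotin-H3K14Ac (50 nM apiece) forms over 30 min at RT, then faces library compounds up to 110 uM for another 30 min; AlphaScreen beads added, 20 min dark incubation, luminescence read.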
GLS inh: glutaminase GLS (human) inhibition; Potency, µM (doses to about 45.5 µM), without a hit: top-dose activity change, negative = inhibition, hits mostly inhibitors; GLS enzymatic activity, qHTS titration; 410,000 tested, 0.21% active; further: potency means the concentration at half of the fitted maximal effect; on the % scale 0 is the no-effect control and ±100 the full control effect
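Human kidney-isoform GLS in 45 mM KH2PO4 pH 8.2, 0.02% Tween-20, with compound, started with 1mM L-Glutamine (added stock). Glutamate oxidase/HRP/Amplex red coupled fluorescence read at start and after 30 min at RT.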
PI4K2A inh: inhibitors of human PI4K2A; Q9BTU6; purified PI4K2A, ADP-Glo luminescence, 1 h; hits give low values; activity change, negative = inhibition, % at 76.9 µM; 420,000 tested, 0.13% active; in the data active means activity change below about -50%; inconclusive means mostly about -30% to -49%;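 further: -100% = wells without enzyme as full effect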
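PI4K2A activity was measured by ADP-Glo luminescence: enzyme (4 ug/mL stock) and phosphatidylinositol (1.2 mM stock) in Tris pH 7.5/MgCl2/EGTA/Triton X-100 buffer were reacted with ATP (300 microM stock) for one hour at ambient temperature.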
* = called active by the depositor; u = inconclusive; x = no result given; [ ] = dose if it differs, or a comment. Unless noted, the call rests on the fitted dose curve; in most records, active means well fitted curve in the direction sought with a large enough effect; inconclusive means small, poorly fitted or top-dose-only effect, or another doubt; inactive means no such curve, though single readings can be large; an effect the other way counts as inactive or inconclusive.

ERG Ets-DNA blk,PI4K2A inh,HP1b binding inh,ALOX12 inh,GLS inh,BAZ2B inh,RGS4 inh,JMJD2A Tudor inh,G9a inh,compound
16%,-6,50%[activator],0%,13%,71µM*,-23%,-14%,-1%,COc1ccc(C(=O)CC(=O)C(=O)Nc2ccccc2)cc1
7%,-2,46%[activator],u,2%,1%,-1%,-2%,x,Cc1cccc(NC(=O)CSCC(=O)Nc2nnc(C3CC3)s2)c1
0%,-24,30%,-4%,2%,3%,2%,-6%,u,O=C(NCc1ccc(F)cc1)c1cccnc1
x,-12,26%,10%,-4%,-6%,-16%,-12%,u,C/C(=N/NC(=O)c1ccoc1C)c1ccc(NC(=O)c2ccncc2)cc1
-10%,-1,21%,-10%,-1%,x,-12%,-32%,x,COc1ccc([C@H]2/C=C\CN(C(=O)c3ccc(C)cc3)[C@@H](C)C(=O)N2Cc2ccc(F)cc2)cc1
6%,0,u,-25%,3%,u,-2%,u,u,CN(CC(=O)Nc1cccc(F)c1)C(=O)c1ccc(N2CCCCCC2)c([N+](=O)[O-])c1
-9%,2,37%,-1%,-9%,u,-22%,-8%,u,O=C(COC(=O)CCC(=O)c1ccccc1)Nc1nnc(-c2ccccc2)o1
-1%,2,25%,0%,4%,-4%,23%,-4%,-6%[59 µM],OCC1CCCN(C(=S)NCCc2ccccc2)C1 (configuration not stated)
-3%,-5,1%,-10%,1%,-35%,13%,-12%,-7%,Cc1nn(CCCC(=O)N2CCN(c3ccc(F)cc3)CC2)c(C)c1[N+](=O)[O-]
2%,3,26%,103%[activator],8%,-12%,8%,-10%,4%,Cc1cc(NC(=O)NN2CCOCC2)nn1-c1c(Cl)cc(Cl)cc1Cl
0%,1,36%[activator],0%,2%,3%,14%,-8%,17%,CCC(=O)Nc1nnc(S(=O)(=O)N(CC)c2ccc(Cl)cc2)s1
6%,3,29%,u,48%[activator],-5%,-6%,-31%,-2%[12.7 µM],COc1cccc(C(=O)N(Cc2ccc(N(C)C)cc2)C2CCS(=O)(=O)C2)c1 (configuration not stated)
-15%,4,53%[activator],21%,2%,7%,5%,-8%,17%[59 µM],Cc1cc(C)c(OCC(=O)N/N=C/c2ccc3c(c2)OCO3)c(C)c1
4%,-7,-20%,u,u,u,-28%,-25%,u,C/C(=N/NC(=S)Nc1ccccc1)c1ccc2c(c1)OCO2
4%,12,13%,7%,44%[activator],-2%,11%,-18%,u,CCCOc1ccc(N2C(=O)CC(N(O)c3ccccc3)C2=O)cc1 (configuration not stated)
5%,5,-5%,-14%,-14%,0%,10%,-16%,-6%[59 µM],CCc1cccc(NC(=O)CSc2ncc3c(n2)-c2cc(Cl)ccc2N(C)S3(=O)=O)c1
-1%,1,36%[activator],-20%,2%,0%,-6%,-14%,-50%[2.33 µM],CCOc1cc(CNC(=O)CN2C(=O)c3ccccc3S2(=O)=O)ccc1OC
-1%,-3,35%,13%,3%,3%,-9%,0%,52%[activator],COc1ccc(C(=O)COC(=O)/C=C/c2ccccc2)cc1
12%,0,28%,7%,9%,x,8%,-3%,x,CC1CC(C)CN(C(=O)COC(=O)c2cncc(Br)c2)C1 (configuration not stated)
29%,-3,38%,-18%,-4%,-14%,u,-5%,9%,COc1cc(/C=C2\SC(=S)N(CC(=O)Nc3ccc(O)cc3)C2=O)cc(OC)c1OC
-1%,-1,22%[57 µM],5%,-2%,7%,7%,-19%,u,COCCn1c(C)cc(O)c(C(c2ccc(F)cc2)N2CCC(C)CC2)c1=O (configuration not stated)
-1%,9,14%,-10%,1%,-2%,-31%,-13%,10%[59 µM],COC(=O)c1ccc(C2C3=C(Nc4nnnn42)c2ccccc2OC3)cc1 (configuration not stated)
0%,-2,37%,1%,-4%,3%,-12%,-11%,-5%[59 µM],S=C(NCCc1ccccc1)N1CCN(C(c2ccccc2)c2ccccc2)CC1
9%,-4,22%,361%[activator],-4%,7%,-8%,-17%,0%[12.7 µM],CN(CC(=O)Nc1ccc(F)cc1)C(=O)Cn1cnc2ccc(Cl)cc2c1=O
-1%,-9,31%,2%,-8%,-7%,7%,-9%,9%[0.0925 µM],c1ccc(-n2ncc3c(N4CCCC4)ncnc32)cc1
6%,3,31%[activator],-19%,-2%,-4%,-7%,-11%,28%[59 µM],O=S(=O)(NCc1ccccc1)c1ccc(Cl)c(S(=O)(=O)NCc2ccccc2)c1
-7%,1,10%,-5%,-3%,-3%,-19%,-29%,x,CN(c1ccccc1)S(=O)(=O)c1cccc(NC(=O)c2ccc3ncsc3c2)c1
7%,7,50%[activator],7%,9%,-23%,1%,8%,24%[59 µM],CCOc1ccccc1NS(=O)(=O)c1ccc(Br)s1
-2%,-3,u,-1%,13µM*,u,1%,u,8.9µM*,CCN(CC)c1ccc(NC(=O)Nc2ccccc2)cc1
9%,5,27%,1%,0%,0%,14%,-13%,-20%,CC(=O)c1nn(-c2cccc(C(F)(F)F)c2)c(=O)[nH]c1=O

An excerpt of these results, with bars between the fields:
SMILES | ERG Ets-DNA blk | PI4K2A inh | HP1b binding inh | ALOX12 inh | GLS inh | BAZ2B inh | RGS4 inh | JMJD2A Tudor inh | G9a inh
Cc1cc(NC(=O)NN2CCOCC2)nn1-c1c(Cl)cc(Cl)cc1Cl | 2% | 3 | 26% | 103%[activator] | 8% | -12% | 8% | -10% | 4%
CCC(=O)Nc1nnc(S(=O)(=O)N(CC)c2ccc(Cl)cc2)s1 | 0% | 1 | 36%[activator] | 0% | 2% | 3% | 14% | -8% | 17%

Next structures.
ERG Ets-DNA blk,PI4K2A inh,HP1b binding inh,ALOX12 inh,GLS inh,BAZ2B inh,RGS4 inh,JMJD2A Tudor inh,G9a inh,compound
-1%,-2,u,235%[activator],-15%,45µM*,-3%,14µM*,13µM*,CCn1cnc2cc(NCc3ccc(Br)cc3)ccc21
1%,4,20%,1%,7%,15%,7%,-11%,-2%[12.7 µM],COc1ccc(OC(=O)CCCN2C(=O)c3ccccc3C2=O)cc1
-1%,5,18%,420%[activator],21%,-34%,-18%,u,50µM*,COc1ccccc1N1CCN(c2nc(N)c(C#N)c(CC#N)c2C#N)CC1
8%,2,13%,7%,39%[activator],u,2%,u,u,O=C(/C=N/O)Nc1ccccc1C(=O)O
-13%,-2,44%[activator],-8%,9%,-6%,8%,-4%,10%[59 µM],Cc1ccc(OCCOc2ccc(Br)cc2)c([N+](=O)[O-])n1
0%,-2,-11%,u,6%,u,9%,-32%,x,CN(C)CCCN(C(=O)c1ccc(S(=O)(=O)N2CCCCCC2)cc1)c1nc2c(F)cccc2s1
-2%,-1,19%,9%,4%,-9%,25%,-3%,x,O=C(NCCc1ccccn1)C1CCN(S(=O)(=O)c2ccc3ccccc3c2)CC1
1%,1,50%[activator],23%,1%,-3%,-3%,-2%,5%[0.501 µM],CCN(CC)S(=O)(=O)c1ccc(-c2cn3ccc(C)cc3n2)cc1
1%,-5,u,u,4%,u,-9%,u,u,CCOc1cc(/C=C2\C(=O)N(c3cccc(C(F)(F)F)c3)C(=O)c3ccccc32)ccc1O
5%,6,9%,0%,15%,4%[57.1 µM],13%,-14%,-7%,Cn1c(=O)cc(OCCCC(=O)N2CCN(c3ccccc3)CC2)c2ccccc21
0%,0,85%[activator],x,0%,18%,-20%[56.9 µM],-3%[57.1 µM],10%,O=C(Nc1ccc(Cl)cc1-c1nc2ccccc2s1)c1ccco1
5%,1,28%,2%,0%,0%,13%,-8%,x,O=C(CSc1nnc(CNC(=O)c2c(F)cccc2F)o1)NCc1ccccc1
8%,6,22%,1%,0%,-4%,-3%,4%,6%[59 µM],CCOC(=O)c1ccc(Nc2nc(C)cc(C)c2C#N)cc1
3%,4,2%,-11%,u,-11%,11%,-19%,5%[2.33 µM],Cn1c(N2CCC(C(N)=O)CC2)nc2c1c(=O)n(Cc1ccc(Cl)cc1)c(=O)n2C
11%,3,31%,-8%,u,x,-30%,-4%,x,Cn1c(N)c(N2CCCCC2)c(=O)n(CC(=O)Nc2cccc(C#N)c2)c1=O
-3%,-7,8%,26%,-12%,-19%,u,u,u,COc1cc(-c2nc(-c3ccc(NC(=O)c4ccc5c(c4)OCO5)cc3)no2)cc(OC)c1OC
4%,10,10%,u,7%,3%,9%,-19%,u,Fc1ccccc1CNc1nc(-c2cccnc2)nc2ccccc12
1%,-4,-2%,u,-14%,-34%,-47%,-18%,50µM*,N#C/C(=C/c1cn(-c2ccccc2)nc1-c1cccc(S(=O)(=O)N2CCCC2)c1)C(=O)NCc1ccco1
-5%,2,34%,23%,1%,4%,-38%,-18%,-3%[59 µM],O=C(c1cnn2c(C(F)(F)F)cc(-c3ccc(Br)cc3)nc12)N1CCOCC1
-3%,-3,27%,-1%,-9%,x,-10%,-3%,x,Cc1ccc(S(=O)(=O)NCCC(=O)NC2CCCCC2)cc1
7%,3,4%,14%,-4%,8%,-6%,u,-19%,CCCCNc1nc(-c2ccccc2)nc(-n2ccnc2)n1

Screening data: PubChem, National Center for Advancing Translational Sciences (NCATS)

This is a subset (hit frequency here may not be typical).
